Screens as filed in PubChem.
ERG Ets-DNA blk: ERG Ets/DNA interaction inhibition; fluorescence polarization, His-ERG Ets domain / labelled DNA; actives 0.028% (n = 370,000); Potency, µM (highest dose often 76.9 µM), without a hit: at the highest dose FP activity, negative = inhibition, most hits filed as inhibitors; P11308; active = well fitted inhibition curve with a large enough effect in the polarisation, with a control signal flat; inconclusive = small, poorly fitted or top-dose-only effect, or effect the other way, or a change in a side signal; inactive = no such curve, though single readings can be large or run the other way; the % refers to the polarisation;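 also: polarization taken with two DNA probes labelled with fluorescein and Texas red; potency is read from the fitted curve at half-maximal effect; % of control where 0% means no effect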
Target sequence (P11308 whole entry, looked up, the tested form may be a part): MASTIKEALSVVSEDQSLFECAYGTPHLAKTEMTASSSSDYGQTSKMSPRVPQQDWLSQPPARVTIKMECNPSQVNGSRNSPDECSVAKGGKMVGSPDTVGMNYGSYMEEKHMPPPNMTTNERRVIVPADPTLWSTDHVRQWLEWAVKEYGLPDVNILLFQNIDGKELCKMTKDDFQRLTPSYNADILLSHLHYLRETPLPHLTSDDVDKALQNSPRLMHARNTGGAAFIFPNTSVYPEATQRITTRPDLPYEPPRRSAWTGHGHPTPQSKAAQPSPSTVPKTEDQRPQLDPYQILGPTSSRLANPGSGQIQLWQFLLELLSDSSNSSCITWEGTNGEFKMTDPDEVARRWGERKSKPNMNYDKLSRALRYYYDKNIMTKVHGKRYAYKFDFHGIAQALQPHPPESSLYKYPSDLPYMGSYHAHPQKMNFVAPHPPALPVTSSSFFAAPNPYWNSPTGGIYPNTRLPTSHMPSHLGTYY
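His-tagged ERG Ets domain (1 uM in the protein solution; 300mM KCl, 50mM Tris-HCl, 1mM EDTA, 1mM DTT, pH 7.5) received compound, then a probe mix of 5 nM fluorescein-DNA and 100nM Texas-615-DNA. Fluorescence polarization was read for both dyes.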
PGK inhibitor: inhibitors of T. brucei phosphoglycerate kinase; P07378; PGK/GAPDH coupled, Kinase-Glo luminescence, 60 min; Potency, µM (titrated, usually from 57.5 µM), without a hit: at the highest dose activity change, negative = inhibition, hits mostly inhibitors; actives 0.043% (n = 380,000); AID 602233; also: potency is read from the fitted curve at half-maximal effect; % is scaled to controls: 0 for no effect and ±100 for the full control effect; nearly all actives have a fitted effect of over 60% in size
Target sequence (P07378 whole entry, looked up): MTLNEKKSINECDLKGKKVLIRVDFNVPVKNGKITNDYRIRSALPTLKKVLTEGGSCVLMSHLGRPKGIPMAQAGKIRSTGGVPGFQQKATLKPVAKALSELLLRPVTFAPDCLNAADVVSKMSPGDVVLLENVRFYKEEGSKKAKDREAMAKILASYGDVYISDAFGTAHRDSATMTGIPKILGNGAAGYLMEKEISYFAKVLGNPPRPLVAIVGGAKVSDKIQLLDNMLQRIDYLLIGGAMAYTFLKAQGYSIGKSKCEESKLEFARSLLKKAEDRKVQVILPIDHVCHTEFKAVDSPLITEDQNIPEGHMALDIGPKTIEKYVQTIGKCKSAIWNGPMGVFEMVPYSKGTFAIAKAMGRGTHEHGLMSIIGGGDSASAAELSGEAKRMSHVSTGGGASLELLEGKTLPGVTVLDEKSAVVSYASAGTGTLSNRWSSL
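Luminescent ATP detection (Kinase-Glo Plus) follows a 60-minute room-temperature incubation, with wells lacking PGK as controls. Buffer: 100 mM TEA (pH 7.6), 5 mM MgCl2, 0.01% Tween-20. Coupling enzyme GAPDH (100 nM final) supplies unstable 1,3-BPG in-well.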
G9a block: blocks human histone lysine methyltransferase G9a | G9a H3K9 monomethylation, AlphaScreen, 2 h | AID 504332 | Q96KQ7 | Potency, µM (highest dose often 102 µM), inactives show at the highest dose activity, negative = inhibition, usual class: inhibitors | actives 8.8% (n = 350,000); also: potency is read from the fitted curve at half-maximal effect; % is scaled to controls: 0 for no effect and ±100 for the full control effect; nearly all actives have a fitted effect of over 75% in size
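Quantitative HTS format: methyltransferase activity on a biotin-tagged H3K9 peptide is measured by AlphaScreen, using a rabbit anti-monomethyl-H3K9 antibody with streptavidin donor and anti-IgG acceptor beads. Final levels are 20 nM enzyme, 500 nM peptide, 20 uM SAM; 2 h RT.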
HP1b chromo inh: blocks HP1-beta chromodomain binding to methylated histone tails; actives 0.56% (n = 390,000); Potency, µM (top dose mostly 114 µM), for the others: at the highest dose activity change, negative = inhibition, usual class: inhibitors; AlphaScreen HP1-beta / biotin-H3K9me3 peptide binding; P83916; AID 540317; also: potency is read from the fitted curve at half-maximal effect; nearly all actives have a fitted effect of over 70% in size; inactives centre near 23
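AlphaScreen: HP1-beta (50 nM) preformed 30 min with biotin-H3(1-18)K9me3 peptide (50 nM) in PBS pH 7.4, 0.01% Tween-20. Compound added for 30 min at RT, then streptavidin donor/nickel chelate acceptor beads (10 ug/mL) for 30 min.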
GLS inhibitor: inhibitors of human glutaminase (GLS); GLS enzymatic activity, qHTS titration; Potency, µM (series often up to 45.5 µM), without a hit: top-dose activity change, negative = inhibition, actives largely listed as inhibitors; actives 0.21% (n = 410,000); also: potency is read from the fitted curve at half-maximal effect; % is scaled to controls: 0 for no effect and ±100 for the full control effect
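Compounds were pin-transferred onto hKGA, after which L-glutamine (1 mM solution) and a detection mix of glutamate oxidase, HRP and Amplex Red were added. Initial and 30 min RT fluorescence reads were collected.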
JMJD2A Tudor: inhibitors of human JMJD2A Tudor domain; O75164; AlphaScreen JMJD2A-Tudor / H3K4me3 peptide binding; Potency, µM (series often up to 114 µM), for inactives: at the top dose activity change, negative = inhibition, hits mostly inhibitors; actives 4.4% (n = 390,000); also: potency is read from the fitted curve at half-maximal effect; % is scaled to controls: 0 for no effect and ±100 for the full control effect; nearly all actives have a fitted effect of over 50% in size
PI4K2A inh: inhibitors of human PI4K2A; Q9BTU6; purified PI4K2A, ADP-Glo luminescence, 1 h; hits give low values; activity change, negative = inhibition, % at 76.9 µM; actives 0.13% (n = 420,000); AID 1346378; in the data active = activity change below about -50%; inconclusive = mostly about -30% to -49%;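 also: -100% = wells without enzyme as full effect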
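PI4K2A activity was measured by ADP-Glo luminescence: enzyme (4 ug/mL stock) and phosphatidylinositol (1.2 mM stock) in Tris pH 7.5/MgCl2/EGTA/Triton X-100 buffer were reacted with ATP (300 microM stock) for one hour at ambient temperature.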
BAZ2B block: inhibitors of human BAZ2B bromodomain; AlphaScreen BAZ2B-H3K14Ac peptide displacement; Potency, µM (doses to about 114 µM), for the others: at the highest dose activity change, negative = inhibition, most hits filed as inhibitors; actives 4.4% (n = 360,000); AID 504333; also: potency is read from the fitted curve at half-maximal effect; % is scaled to controls: 0 for no effect and ±100 for the full control effect; nearly all actives have a fitted effect of over 60% in size
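Compounds, titrated to a top concentration of 110 uM, were incubated 30 min at room temperature with preformed BAZ2B/acetyl-K14 H3 peptide complex (50 nM each). Proximity signal was measured by AlphaScreen after 20 min with beads.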
Pin1 inh: blocks the human prolyl isomerase Pin1; Q13526; Pin1 FP peptide displacement, HiFluor488, 10 min; Potency, µM (series often up to 115 µM), for the others: at the highest dose activity, negative = inhibition, usual class: inhibitors; actives 0.009% (n = 390,000); active = well fitted inhibition curve with a large enough effect in the polarisation, with a control signal flat, not every such curve was filed as active; inconclusive = small, poorly fitted or top-dose-only effect, or effect the other way, or a change in a side signal; inactive = no such curve, though single readings can be large or run the other way; the % refers to the polarisation; also: potency is read from the fitted curve at half-maximal effect; % is scaled to controls: 0 for no effect and ±100 for the full control effect
Target sequence (Q13526 whole entry, looked up): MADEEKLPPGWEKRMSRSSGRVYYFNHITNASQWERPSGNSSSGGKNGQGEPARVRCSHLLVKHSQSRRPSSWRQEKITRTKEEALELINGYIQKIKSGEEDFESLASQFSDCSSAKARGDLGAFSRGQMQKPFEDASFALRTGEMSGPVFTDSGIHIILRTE
* hit, by the source's call; i = inactive; ? = inconclusive; · = no result given; & = joins results of further samples; [ ] = another dose, or the depositor's remark. Unless noted, calls follow the shape of the dose curve; as a rule, active = well fitted curve in the direction sought with a large enough effect; inconclusive = small, poorly fitted or top-dose-only effect, or another doubt; inactive = no such curve, though single readings can be large; an effect the other way counts as inactive or inconclusive.

SMILES	ERG Ets-DNA blk	PGK inhibitor	G9a block	HP1b chromo inh	GLS inhibitor	JMJD2A Tudor	PI4K2A inh	BAZ2B block	Pin1 inh
O=C(c1cc(=O)[nH]c2ccccc12)N1CCN(c2cccc(C(F)(F)F)c2)CC1	3%	-1%	2%	?	-11%	?	1	-19%	-5%
COc1ccc(NC(=O)CSc2nc3ccccc3nc2N2CCCC2)cc1	1%	-9%	28%	42%[activator]	2%	-11%	1	7%	11%
O=C(Nc1nnc(C2CC2)s1)c1cc(S(=O)(=O)N2CCN(c3ccccc3)CC2)ccc1Cl	0%	i	-11%	11%	-3%	-18%	-11	1%	44%[activator]
COc1ccc(-c2cn3c(C)c(C(=O)N4CCc5ccccc5C4)sc3n2)cc1	-7%	4%	35µM*	-6%	1%	?	1	?	6%
COC(=O)C(C)Sc1nnc2cc(C)c3cc(C)cc(C)c3n12 (centres undefined)	3%	i	8.9µM*	30%	-2%	-18%	4	?	1%
CC1CN(S(=O)(=O)c2cccc(C(=O)OCC(=O)N3CCCCCC3)c2)CC(C)O1 (centres undefined)	-4%	-4%	·	-8%	4%	-19%	-4	·	-7%
O=C(O)Cc1cccc2ccccc12	3%	12%	-7%[0.501 µM]	27%	-4%	-10%	-4	5%	-1%
O=C1/C(=C/c2ccccc2)Oc2cc(OC(=O)N3CCOCC3)ccc21	5%	-8%	-4%[59 µM]	-9%	8%	-20%	-4	?	0%
Cc1cc(C)nc(SCC(=O)c2ccc3c(c2)OCCO3)n1	·	0%	-14%[12.7 µM]	31%	-7%	-12%	1	-3%	-4%
COc1ccc(S(=O)(=O)N2CCc3ccccc32)cc1C(=O)Nc1ccc(C(N)=O)cc1	-6%	-7%	12%[0.501 µM]	39%[activator]	-6%	-9%	-2	12%	4%
CCc1ccn2cc(-c3cc(-c4ccccc4)no3)nc2c1	0%	-2%	·	46%[activator]	-11%	-20%	-10	-7%	10%
Cc1cc(C)c2sc(NC(=O)c3ccc(S(=O)(=O)N4CCCC4)cc3)nc2c1	-1%	2%	8%[59 µM]	16%[57 µM]	3%	-3%	0	0%	-11%
Cc1ccccc1NC(=O)c1ccc(Cn2cc([N+](=O)[O-])cn2)o1	14%	-3%	·	52%[activator]	0%	-18%	-6	0%	-4%
CCOC(=O)c1c(S(=O)(=O)NCC(=O)NCc2ccc(C)cc2)c(C)n(C)c1C	-3%&-1%	-6%&-10%	-11%	32%&31%	0%&-5%	-22%&-1%	-2&-1	-21%&-3%	1%&-1%
Cc1[nH]c2ccc3ncccc3c2c1C	-2%	-5%	?	27%	3%	-22%	0	50µM*	-1%
COc1ccccc1N(CC(=O)Nc1cccnc1)S(=O)(=O)c1ccccc1	·	·	-5%[59 µM]	15%	3%	-10%	0	-6%	-9%
Cc1ccc(Cn2cc(CCC(=O)NCC(C)c3ccccc3)c3ccccc32)cc1 (centres undefined)	-3%	4%	-38%[59 µM]	22%	-9%	-10%	4	?	2%
CCOC(=O)C(C(=O)OCC)C1CS(=O)(=O)CC1C(C(=O)OCC)C(=O)OCC (centres undefined)	3%	0%	23%[59 µM]	46%[activator]	-2%	-6%	-1	0%	-2%
Cn1c(-[n+]2c(-c3ccccc3)cc(-c3ccccc3)cc2-c2ccccc2)nc2cc([N+](=O)[O-])ccc21	2%	3%	1.8µM*	17%	-1%	-10%	7	40µM*	-6%
CCOC(=O)C1CCN(C(=O)c2oc3ccc4c(c3c2C)C(O)CC2(CCCCC2)O4)CC1 (centres undefined)	-4%	4%	27%[59 µM]	15%	-1%	-29%	-1	-25%	?
COc1ccc(S(=O)(=O)Cc2ccc(C(=O)N3CCN(C4CCCCC4)CC3)o2)cc1	11%	-1%	8%	37%[activator]	2%	-10%	-1	7%	-2%
COc1cc(OC)cc(C(=O)OCC(=O)N(C)c2ccccc2)c1	2%	1%	17%	-3%	4%	-5%	-1	7%	1%
Clc1ccc(CSc2cc3c(nn2)-c2ccccc2CC3)cc1Cl	-6%	-3%	76%[activator][59 µM]	120%[activator]	-3%	58%[activator]	1	31%	-4%
CC1=NN(C(=O)Cc2ccccc2)C(O)(c2cccnc2)C1 (centres undefined)	-2%	0%	?	45%[activator]	-3%	-11%	-2	8%	0%
COCc1cc(/C=N\NC(=O)Cc2ccc(OC)cc2)ccc1OC	-5%	-1%	18%[59 µM]	29%	0%	-10%	3	-1%	-3%
CC(Oc1cccc(Cl)c1)C(=O)Nc1ccccc1N1CCCCC1 (centres undefined)	-8%	-6%	107%[activator]	67%[activator]	2%	36%[activator]	5	45%[activator]	-3%
CC(=O)Nc1ccc2sccc2c1	-7%	-6%	-6%	24%	13%	-5%	4	-16%	-2%
CCOCCCNC(=O)C(NC(=O)Cc1c[nH]c2ccccc12)c1ccccc1 (centres undefined)	15%	1%	5%	28%	-14%	-5%	2	-5%	0%
Cc1nn(-c2ccccc2)nc1C(=O)c1c(C)[nH]n(-c2ccccc2)c1=O	15%	4%	·	26%	6%	-19%	7	2%	0%
CN(C(=O)c1ccc(NC(=O)Cc2cccc(NC(=O)C3CCN(C(=O)C4CCCCC4)CC3)c2)cc1)C1CCCC1	-4%	-7%	15%[2.33 µM]	16%	2%	-15%	-6	4%	5%
Cc1ccc(-n2c(SCc3cccc(F)c3)nc3[nH]ncc3c2=O)cc1C	-9%	-6%	-4%[59 µM]	39%	3%	-31%	0	-10%	0%
Cc1onc(-c2c(Cl)cccc2Cl)c1C(=O)c1ccccc1	20%	5%	100%[activator]	114%[activator]	0%	57%[activator]	-2	28%	-1%
Cc1cc(C)c(S(=O)(=O)N2CCCC2=O)cc1N(C)S(C)(=O)=O	-2%	-1%	6%[59 µM]	39%[activator]	-3%	-16%	1	0%	-4%
COc1cc(N=Nc2ccc(C(=O)N(C)C)cc2)c(C)cc1N	22%	-14%	·	20µM*	-19%	3.5µM*	-1	·	-11%
COCCn1nc2cc(C(=O)NCC34CC5CC(CC(C5)C3)C4)ccc2c1OC	-8%	4%	20%	45%[activator]	16%	-9%	-1	-4%[57.1 µM]	1%
Cc1nn(C(=O)c2cccc([N+](=O)[O-])c2)c(C)c1Cl	10%	-8%	?	-18%	-2%	-25%	2	-26%	-6%
COc1ccc(NS(=O)(=O)c2ccc3c(c2)OCCO3)cc1OC	2%	9%	?	17%	5%	-11%	5	-3%	2%
COc1ccccc1N(C)S(=O)(=O)c1ccc(C(=O)NC2CCCCC2)cc1	10%	-9%	-3%[2.33 µM]	10%	0%	-3%	-3	10%	5%
CCOc1ccc(-c2nnc(SCC(=O)Nc3ccccc3C(F)(F)F)o2)cc1	1%	-2%	-6%[59 µM]	19%	-8%	-16%	-1	2%	3%
CCc1ccc(NC(=O)/C(C#N)=C/c2cn(CC(=O)O)c3ccccc23)cc1	4%	-5%	?	-5%	10%	-6%[11.4 µM]	3	?	9%
Cc1ccccc1-n1nc2c(c1NC(=O)c1ccco1)CS(=O)(=O)C2	-3%	-7%	6%	59%[activator]	-11%	-1%	6	-5%	-2%
Cc1cc(C)n2c(SCc3nnc(-c4cccs4)o3)nnc2n1	5%	i	-40%	-11%	9%	-12%	-7	-12%	?
CC1CCCN(S(=O)(=O)CCNC(=O)c2ccc3c(c2)OCO3)C1 (centres undefined)	-2%	-11%	5%	14%	1%	-11%	-2	-3%	3%
O=C(Nc1cccc(C(=O)N2CCN(c3cccc(Cl)c3)CC2)c1)c1ccccc1	-9%	·	-20%	26%	-17%	-26%	1	?	4%
O=C(NCc1ccncc1)C1CCN(S(=O)(=O)c2cc(Cl)ccc2Cl)CC1	2%	-10%	12%	6%	2%	-19%	-1	-10%	-12%
Cc1nc(/C(N)=N/OC(=O)c2c(-c3ccccc3Cl)noc2C)cs1	-6%	-12%	9%[59 µM]	48%[activator]	-14%	4%	-3	2%	-4%
CC1CCCC(C)N1C(=O)COC(=O)c1ccc(S(=O)(=O)N(C)c2ccccc2)cc1 (centres undefined)	-10%	4%	·	4%	-17%	-3%	4	·	-2%
CCc1nn2c(=O)cc(COC(=O)c3ccc(NC(=O)CCc4ccccc4)cc3)nc2s1	-7%	-7%	5%[59 µM]	-11%	-13%	-28%	7	-10%	4%
CCN1C(=O)c2cccc3c(S(=O)(=O)Nc4ncccc4C)ccc1c23	·	·	5%[59 µM]	50%[activator]	-6%	7%	-4	7%	5%
COc1ccc(-c2nc(N)ncc2Oc2ccccc2Br)c(O)c1	10%	2%	-3%	4%	2%	-30%	1	7%	?
CCN(Cc1ccccc1)C(c1ccc(Cl)cc1)c1nnnn1C(C)(C)C (centres undefined)	9%	-7%	5%[59 µM]	25%	18%	11%	-10	5%	3%
COc1ccc(Cc2nnc(Nc3ccccc3OC)[nH]c2=O)cc1	3%	-1%	-40%	-10%	-4%	7%	0	9%	-4%
CC1CCCC(C)N1C(=O)CN1CCN(c2nc(-c3ccc(F)cc3)cs2)CC1 (centres undefined)	7%	-3%	-14%[59 µM]	-26%	7%	79µM*	4	71µM*	1%
